Screening results from PubChem BioAssay.
FadD28 binding: inhibitors of FadD28 bisubstrate probe binding, primary screen, biochemical, fluorescence polarization, single point; Mycobacterium tuberculosis FadD28 fatty-acid-AMP ligase; inhibition, % at 12.5 µM; 0.22% of 360,000 active; AID 588549, 2011; in the data active = inhibition above about 8.5%, passing the limit was not always enough
BioA inh: M. tuberculosis BioA enzyme inhibitors, primary screen, biochemical, plate reader, single point, HTS. 7,8-diaminopelargonic acid synthase BioA (Mycobacterium tuberculosis). purified M. tuberculosis BioA enzyme. inhibition, % at 9.99 µM. 0.096% of 360,000 active; in the data active = inhibition above about 40%
BoNT-F LC inh: BoNT/F light chain protease inhibitors, primary screen, biochemical, flow cytometry, MLPCN library; Botulinum neurotoxin type F light chain protease (Clostridium botulinum); Multiplex microsphere protease cleavage assay; inhibition, % at 10 µM; 0.22% of 360,000 active; AID 588497, 2011; in the data active = inhibition above about 35%, passing the limit was not always enough; also: plate controls were buffer without enzyme for full effect and enzyme alone for no effect
UGM FP inh: M. tuberculosis UGM enzyme inhibitors, primary screen, biochemical, fluorescence polarization, single point. purified UGM, fluorescence polarization probe displacement. inhibition, % at 10 µM. 0.06% of 320,000 active. AID 504406, 2011; in the data active = inhibition above about 10%, passing the limit was not always enough
Target sequence (P9WIQ1 whole entry, looked up): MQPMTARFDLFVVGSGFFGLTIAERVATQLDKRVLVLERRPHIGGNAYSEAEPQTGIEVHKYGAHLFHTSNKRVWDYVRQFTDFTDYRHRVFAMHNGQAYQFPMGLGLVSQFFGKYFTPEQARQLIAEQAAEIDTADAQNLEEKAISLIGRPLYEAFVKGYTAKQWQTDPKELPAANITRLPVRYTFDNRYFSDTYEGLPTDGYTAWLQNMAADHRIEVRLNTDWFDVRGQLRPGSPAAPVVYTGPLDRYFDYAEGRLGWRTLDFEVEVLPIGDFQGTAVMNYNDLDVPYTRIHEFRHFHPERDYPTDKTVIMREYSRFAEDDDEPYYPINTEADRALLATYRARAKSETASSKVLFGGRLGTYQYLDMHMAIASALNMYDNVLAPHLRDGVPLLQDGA
MazEF act: activators of E. coli MazEF toxin-antitoxin RNase, primary screen, biochemical, fluorescence, uHTS; Endoribonuclease toxin MazF (Escherichia coli (strain K12)), P0AE70; 0.32% of 350,000 active; AID 504720, 2011; activation, % at 20 µM; FAM/BHQ RNA-DNA oligo cleavage fluorescence, 5 h; in the data active = activation above about 50%
Target sequence (P0AE70 whole entry, looked up): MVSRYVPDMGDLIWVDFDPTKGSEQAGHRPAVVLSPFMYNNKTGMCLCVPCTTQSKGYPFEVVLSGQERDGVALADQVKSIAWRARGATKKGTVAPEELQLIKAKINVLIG
VHR inh abs: VHR1 phosphatase inhibitors, primary screen, biochemical, absorbance, uHTS; inhibition, % at 13.3 µM; AID 1654, 2009; 0.52% of 290,000 active; Dual specificity protein phosphatase 3 (Homo sapiens), P51452; recombinant VHR phosphatase, pNPP absorbance; in the data active = inhibition above about 50%; also: some compounds called inactive have numbers as strong as hits
Mtb FBA inh: Mtb FBA enzyme inhibitors, primary screen, biochemical, fluorescence, strain H37Rv. inhibition, % at 1 µM. purified M. tuberculosis FBA, fluorescence read-out. Fructose-bisphosphate aldolase (Mycobacterium tuberculosis (strain ATCC 25618 / H37Rv)), …. 2.3% of 360,000 active. AID 588726, 2011; in the data active = inhibition above about 27%;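 also: 0% = vehicle and 100% = reference inhibitor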
Target sequence (P9WQA3 whole entry, looked up): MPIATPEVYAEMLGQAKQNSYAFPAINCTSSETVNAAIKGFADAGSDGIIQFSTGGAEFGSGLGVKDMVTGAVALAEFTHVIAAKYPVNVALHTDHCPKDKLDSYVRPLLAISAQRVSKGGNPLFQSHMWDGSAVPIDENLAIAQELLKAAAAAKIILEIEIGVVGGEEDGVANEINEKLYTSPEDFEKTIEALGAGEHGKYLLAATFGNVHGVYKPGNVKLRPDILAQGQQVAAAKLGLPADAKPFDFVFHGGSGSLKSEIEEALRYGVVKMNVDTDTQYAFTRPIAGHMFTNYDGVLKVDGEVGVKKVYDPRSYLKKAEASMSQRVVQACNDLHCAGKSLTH
Rv3671c protease: Rv3671c serine protease inhibitors, primary screen, biochemical, fluorescence polarization, M. tuberculosis H37Rv | P9WHR9 | inhibition, % at 5.96 µM | 0.048% of 320,000 active | AID 2606, 2010; in the data active = inhibition above about 38%;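 also: extracellular domain of Rv3671c used as enzyme; 0% = enzyme with DMSO and 100% = no enzyme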
CCHFV vOTU inh: CCHFV vOTU protease inhibitors, primary screen, biochemical, Pep-AMC substrate, fluorescence | Crimean-Congo hemorrhagic fever virus L polyprotein viral ovarian tumor (vOTU) protease … | inhibition, % at 11.5 µM | 0.55% of 370,000 active; also: 0% = vehicle wells with enzyme and 100% = no enzyme wells
GDH-TPI inh: GDH-TPI coupling enzyme inhibitors, primary screen, artefact control for M. tuberculosis FBA inhibitor project, biochemical, absorbance, full deck. GDH-TPI coupled enzyme counterscreen, NADH absorbance. inhibition, % at 4.8 µM. 1.2% of 360,000 active;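 also: 0% = DMSO wells and 100% = wells lacking the enzyme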
The depositor's hits bear a star; . = no result given. Rule as the data show it, unless noted: active = inhibition above about 30%; inactive = the rest. Compounds as they come, and some 4.9% of all compounds hit somewhere here.

Below each compound – FadD28 binding	BioA inh	BoNT-F LC inh	UGM FP inh	MazEF act	VHR inh abs	Mtb FBA inh	Rv3671c protease	CCHFV vOTU inh	GDH-TPI inh
1) O=C(O)c1cccc(N/N=C/c2cn(-c3ccccc3)nc2-c2cccs2)c1
    1.1	.	0	0.7	5	9	6	-5	16	13
2) COc1cccc(C2c3[nH]c4ccccc4c3CCN2Cc2cnn(C)c2)c1 (stereo not drawn)
    -0.2	3.6	2	1.5	11	18	9	1	5	20
3) Cc1cccc(Cn2c(N3CCN(CCO)CC3)nc3c2c(=O)[nH]c(=O)n3C)c1
    -1.9	-1.5	.	1.5	-11	8	0	7	-17	9
4) CCSc1nnc([C@H](Cc2ccccc2)NC(=O)OC(C)(C)C)o1
    -2.1	-0.7	-2	1.6	0	19	0	2	5	-7
5) O=C(CNC(=O)c1cccc(Br)c1)N/N=C/c1ccc2c(c1)OCO2
    -0.5	-2.6	3	0.9	30	12	33*	5	6	11
6) CC(Sc1nnc2c(n1)C1CCC2(C)C1(C)C)C(=O)Nc1ccccc1 (stereo not drawn)
    -4.5	.	-2	-4.5	-12	4	0	1	6	2
7) Nc1nonc1-n1nnc(C(=O)N/N=C/c2ccc(Cl)cc2Cl)c1CN1CCCCC1
    -1.6	0.5	-1	1.4	22	15	1	-9	11	3
8) COc1ccc(C(=O)CSc2nnc(-c3ccccc3)o2)cc1
    -2.4	.	8	-1.2	0	15	0	-7	5	-6
9) COc1ccccc1-c1nc(SCC(=O)NCc2ccco2)c2c(=O)n(C)c(=O)n(C)c2n1
    -3.6	-1.3	10	-2.2	6	20	4	-13	-2	8
10) CC(C)(c1ccccc1)c1ccc(OCc2ccc(C(=O)O)o2)cc1
    -11	0.9	-2	.	0	.	-2	.	9	-8
11) CC(C)(C)n1nc2c(c1NC(=O)c1ccco1)CS(=O)C2 (stereo not drawn)
    -0.3	-0.2	-12	-1.8	5	25	5	4	2	-1
12) O=C(Nc1cccnc1)c1ccc(Cl)c(Cl)c1
    -0.1	60*	17	1.6	-2	10	4	-11	-10	8
13) COc1cccc(NS(=O)(=O)CC23CCC(CC2=O)C3(C)C)c1 (stereo not drawn)
    -2.0	1.0	-1	-4.7	-15	2	-12	1	2	6
14) O=C(NCc1ccccc1)c1nc[nH]c1C(=O)NCc1ccccc1
    -1.4	-0.2	2	1.4	2	24	-2	-11	8	1
15) CCSc1nnc(-c2cccc(S(=O)(=O)N(CC)CC)c2)n1Cc1ccccc1
    -0.3	.	-3	0.4	-9	10	4	4	1	0

Next compounds.
Below each compound – FadD28 binding	BioA inh	BoNT-F LC inh	UGM FP inh	MazEF act	VHR inh abs	Mtb FBA inh	Rv3671c protease	CCHFV vOTU inh	GDH-TPI inh
16) NC(=O)c1nsc(C(=O)N(Cc2ccco2)C(C(=O)NCC2CCCO2)c2ccc(F)cc2)c1N (stereo not drawn)
    .	-0.1	7	.	10	11	5	.	-12	6
17) CCN(CC)c1ccc(C=N/C(C#N)=C(\N)C#N)cc1
    0.5	.	-8	-1.3	-124	21	0	-31	-6	27
18) CC(C)(C)C(=O)Nc1cc2c3c(c1)CCN3C(=O)CC2
    0.6	-1.1	-7	-0.3	-14	-9	0	-1	-1	6
19) Cc1ccc(S(=O)(=O)Nc2c(C)n(C)n(-c3ccccc3)c2=O)cc1C(=O)NCc1ccco1
    0.1	0.1	8	.	5	.	3	.	10	8
20) O=C1CCC(/C=C/c2ccccc2)=NN1Cc1ccc(F)cc1
    -0.1	.	0	-2.7	6	12	-2	0	13	9
21) Nc1ccccc1C(=O)Nc1cccc(C(=O)O)c1
    -9.9	-0.4	-2	-0.1	-4	20	8	5	-13	14
22) CCOc1cc2c(cc1OCC)C(c1ccc(F)cc1)NCC2 (stereo not drawn)
    -0.8	-2.3	-4	0.6	16	.	-2	-5	-8	-4
23) COc1ccc(-c2noc(CN(C)S(=O)(=O)c3ccc(Cl)cc3)n2)cc1OC
    -1.1	.	-3	2.0	-4	2	5	1	5	6
24) CCC(CC)C(=O)Nc1nnc(S(=O)(=O)Nc2ccccc2C)s1
    -1.4	1.8	-9	2.3	4	-25	-1	7	21	-8
25) COc1ccccc1N1CCN(C(c2ccc(C)cc2)c2nnnn2C(C)C)CC1 (stereo not drawn)
    -5.2	1.7	-10	-0.8	2	46	2	-2	8	3
26) CC1CCC(NS(=O)(=O)c2ccc3c(c2)CC(=O)N3)CC1 (stereo not drawn)
    -3.7	-1.7	-5	2.4	3	10	0	-9	13	4
27) COc1cc(C(=S)N2CCOCC2)cc(OC)c1OC(=O)Cc1ccccc1
    -4.2	.	6	5.0	0	-2	1	5	-10	6
28) Cc1ccc(N(CC(O)Cn2c3ccccc3c3ccccc32)S(C)(=O)=O)c(C)c1 (stereo not drawn)
    -1.4	-2.6	-4	0.0	-10	11	1	-15	12	-1
29) CCOC(=O)C1=C(C)Nc2sc(C(=O)c3ccc(F)cc3)c(N)c2C1c1ccc(C(=O)OC)cc1 (stereo not drawn)
    1.7	-1.7	-18	-3.9	-6	-4	16	-30	16	15
30) COc1ccccc1C(=O)Nc1nnc(S(=O)(=O)N2CCCCC2)s1
    0.5	-1.2	-3	-0.7	0	-6	0	2	21	12

(list continues)
Below each compound – FadD28 binding	BioA inh	BoNT-F LC inh	UGM FP inh	MazEF act	VHR inh abs	Mtb FBA inh	Rv3671c protease	CCHFV vOTU inh	GDH-TPI inh
31) CCCC(=O)c1cc(-c2nc3ccccc3n2C)n(C)c1
    -0.3	-1.2	-7	5.0	9	2	3	-1	14	8
32) Cc1cc(C(=O)N/N=C/c2ccccn2)n[nH]1
    -3.6	.	-3	-0.5	1	28	-1	10	-8	-3
33) CC1CCN(CCCN2C(=O)C3C(C(=O)Nc4ccc(Cl)cc4)C4C=CC3(O4)C2C(=O)NC2CCCCC2)CC1 (stereo not drawn)
    -4.3	-2.1	0	-0.6	9	25	-7	8	0	-3
34) CCS(=O)(=O)N1CCC(C(=O)Oc2ccccc2)CC1
    -3.8	0.1	39*	-0.7	3	-2	-2	4	9	-2
35) CCN(CC)C(=O)CN1C(=O)C2CC=C(Cl)CC2C1=O (stereo not drawn)
    -5.3	0.8	8	1.1	-15	27	-1	-1	-4	-9
36) Cc1cccc(C)c1NC(=S)N(Cc1ccco1)C1CCN(C(C)C)CC1
    -2.5	.	1	0.1	-24	-13	1	-3	-1	-7
37) CC(=O)OC(C)C1C2=C(C(=O)CC1(C)O)C(=O)c1c(ccc(-c3ccc4c(c3O)C(=O)C3=C(C4=O)C(C(C)OC(C)=O)C(C)(O)CC3=O)c1O)C2=O (stereo not drawn)
    -2.5	.	-30	.	6	.	-3	.	10	0
38) CC(C)(C)c1ccc(C(=O)NC(=S)NCC2CCCO2)cc1 (stereo not drawn)
    -1.0	.	-1	3.7	0	14	-2	5	27	0
39) O=c1oc2ccccc2c(NC2CCCCC2)c1NS(=O)(=O)c1ccc(F)c(Cl)c1
    -0.4	-2.7	1	-0.2	5	-2	4	-1	5	6
40) COc1cc(Nc2ccn3nccc3n2)cc(OC)c1OC
    -2.9	0.5	-6	.	.	.	-3	.	-2	9
41) Cc1cc(C)c(C)c(S(=O)(=O)N2CCN(C(=O)CCc3nc4ccccc4c(=O)[nH]3)CC2)c1C
    -5.5	0.1	-13	-0.9	-2	29	-1	-6	-11	-4
42) CS(=O)(=O)N(CC(=O)NC1CCCC1)c1ccc(Oc2ccccc2)cc1
    -1.6	.	4	3.6	0	-3	-1	-5	8	-5
43) O=C(NCc1ccccc1)[C@H]1C[C@@H]1[C@H](NP(=O)(c1ccccc1)c1ccccc1)c1ccccc1
    -0.4	-0.5	3	0.2	6	9	0	-1	6	3
44) CCc1cc2c(NCc3ccco3)ncnc2s1
    -0.9	-0.3	-6	-1.4	-9	14	-2	2	0	1
45) COc1ccc(-c2cc(C(=O)N3CCCC3)c3ccccc3n2)cc1OC
    .	-1.4	5	-1.2	7	37	1	-4	7	19
46) O=C(C1CCN(c2ncnc3c2nc2n3CCCCC2)CC1)N1CCN(c2ccccc2F)CC1
    -1.0	-0.7	10	-0.5	8	29	1	-2	-7	4
47) CCOc1cccc(C(=O)Nc2ccccc2C(=O)N2CCN(C)CC2)c1
    -0.3	0.0	3	-0.9	8	14	4	6	17	3

Random excerpt: 6 entries already listed.
Below each compound – FadD28 binding	BioA inh	BoNT-F LC inh	UGM FP inh	MazEF act	VHR inh abs	Mtb FBA inh	Rv3671c protease	CCHFV vOTU inh	GDH-TPI inh
42) CS(=O)(=O)N(CC(=O)NC1CCCC1)c1ccc(Oc2ccccc2)cc1
    -1.6	.	4	3.6	0	-3	-1	-5	8	-5
37) CC(=O)OC(C)C1C2=C(C(=O)CC1(C)O)C(=O)c1c(ccc(-c3ccc4c(c3O)C(=O)C3=C(C4=O)C(C(C)OC(C)=O)C(C)(O)CC3=O)c1O)C2=O (stereo not drawn)
    -2.5	.	-30	.	6	.	-3	.	10	0
44) CCc1cc2c(NCc3ccco3)ncnc2s1
    -0.9	-0.3	-6	-1.4	-9	14	-2	2	0	1
32) Cc1cc(C(=O)N/N=C/c2ccccn2)n[nH]1
    -3.6	.	-3	-0.5	1	28	-1	10	-8	-3
33) CC1CCN(CCCN2C(=O)C3C(C(=O)Nc4ccc(Cl)cc4)C4C=CC3(O4)C2C(=O)NC2CCCCC2)CC1 (stereo not drawn)
    -4.3	-2.1	0	-0.6	9	25	-7	8	0	-3
38) CC(C)(C)c1ccc(C(=O)NC(=S)NCC2CCCO2)cc1 (stereo not drawn)
    -1.0	.	-1	3.7	0	14	-2	5	27	0
